M1 antag = human M1 muscarinic receptor antagonists, primary screen, CHO-K1 cells, Fluo-8 calcium fluorescence, 1536-well. Muscarinic acetylcholine receptor M1 (Homo sapiens), P11229. CHO-K1 hM1, ACh EC80 antagonist. inhibition, % at 3 µM. 360,000 compounds, 1.3% hits;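 active = percent inhibition above its own plate's cutoff, namely the mean of that plate's compound wells plus 3 SD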;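 note: peak over basal fluorescence ratio during 140 s after agonist addition; 0% = ACh EC80 plus DMSO and 100% = DMSO alone without agonist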
Target sequence (P11229 whole entry, looked up): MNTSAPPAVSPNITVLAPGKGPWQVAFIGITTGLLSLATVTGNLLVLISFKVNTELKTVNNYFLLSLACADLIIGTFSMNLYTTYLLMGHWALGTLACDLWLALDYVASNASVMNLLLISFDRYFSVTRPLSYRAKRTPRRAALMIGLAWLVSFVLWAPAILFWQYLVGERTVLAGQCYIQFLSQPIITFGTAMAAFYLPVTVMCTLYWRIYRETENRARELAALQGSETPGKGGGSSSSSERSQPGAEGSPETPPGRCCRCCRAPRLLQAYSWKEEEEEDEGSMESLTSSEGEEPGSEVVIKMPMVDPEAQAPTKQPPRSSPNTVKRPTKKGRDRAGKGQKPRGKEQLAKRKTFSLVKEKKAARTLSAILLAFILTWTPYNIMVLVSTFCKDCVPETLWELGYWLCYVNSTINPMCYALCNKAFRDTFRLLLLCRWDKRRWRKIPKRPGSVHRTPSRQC
CHO-K1 Ca ag = counter-screen for M1 agonists: effect in parental CHO-K1 cells; AID 602248, 2012; 360,000 compounds, 0.48% hits; activation, % at 3 µM; Fluo-8 calcium fluorescence; scaled to maximal ATP response, vehicle zero; in the data active = activation above about 15%;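 note: untransfected CHO-K1 host cells lacking M1 receptor as counterscreen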
M4 antag = human M4 muscarinic receptor antagonists, primary screen, CHO cells, Fluo-8 calcium fluorescence; Muscarinic acetylcholine receptor M4 (Homo sapiens), P08173; CHO-hM4 cells, ACh EC80; inhibition, % at 3 µM; 360,000 compounds, 0.73% hits; AID 624125, 2012;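 active = inhibition above its plate's cutoff, the mean inhibition of sample wells plus 3 SD, cut at about 27% in these data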;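 note: 0% = acetylcholine EC80 with DMSO and 100% = DMSO without agonist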
OXTR potentiate = human OXTR potentiators, primary screen, fluorescence, CHO-OTR cells, Fluo-8 calcium. Oxytocin receptor (Homo sapiens), P30559. activation, % at 3 µM. Fluo-8 calcium fluorescence, potentiator mode; 0% = oxytocin EC15, 100% = EC100. 320,000 compounds, 0.061% hits. AID 2445, 2010;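 active = activation above that plate's cutoff, the mean activation of tested compounds plus 3 SD, cut at about 6.6% in these data, passing the limit was not always enough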;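 note: 100% uses oxytocin at 75 nM as the full agonist control; some results filed as inactive read as strong as hits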
Target sequence (P30559 whole entry, looked up): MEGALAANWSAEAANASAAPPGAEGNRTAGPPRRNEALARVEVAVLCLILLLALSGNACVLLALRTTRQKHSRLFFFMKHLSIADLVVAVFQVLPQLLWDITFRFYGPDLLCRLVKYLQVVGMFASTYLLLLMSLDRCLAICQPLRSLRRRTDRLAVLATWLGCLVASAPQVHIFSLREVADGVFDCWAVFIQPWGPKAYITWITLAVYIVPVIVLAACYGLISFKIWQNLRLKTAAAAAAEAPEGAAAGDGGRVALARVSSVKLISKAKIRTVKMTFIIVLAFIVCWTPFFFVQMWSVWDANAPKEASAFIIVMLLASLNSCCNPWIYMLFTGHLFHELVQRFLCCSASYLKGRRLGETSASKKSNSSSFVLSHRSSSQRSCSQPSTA
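Measured by – Fluo-8 calcium dye fluorescence · Test system – human OTR in CHO cells · Dosing – one concentration, 3.0 µM compound · Controls – EC15 oxytocin alone as 0%, 75 nM oxytocin as 100% · Evaluation – normalized max/min fluorescence ratio, % activation · Timing – 6 min pre-incubation, 100 s read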
CHRM1 agonist = human M1 muscarinic receptor agonists, primary screen, Fluo-8 calcium fluorescence, CHO-K1 cells, HTS; 360,000 compounds, 0.33% hits; activation, % at 3 µM; AID 588814, 2011; Muscarinic acetylcholine receptor M1 (Homo sapiens), P11229; CHO-K1 hM1, agonist mode; 0% DMSO, 100% acetylcholine EC100;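 active = activation above the run's mean compound activation plus 3 SD, cut at about 16% in these data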;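 note: peak over basal fluorescence ratio within a 140 s kinetic read after compound addition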
CHO-K1 Ca antag = counter-screen for M1 antagonists: effect in parental CHO-K1 cells. AID 602250. inhibition, % at 3 µM. ATP-induced calcium, Fluo-8 fluorescence. 360,000 compounds, 0.6% hits;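 active = inhibition above a per-plate cutoff, the plate's mean sample inhibition plus 3 SD, cut at about 24% in these data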;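 note: 0% = DMSO plus EC80 ATP and 100% = DMSO alone without ATP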
CHO parental Ca = ATP-evoked calcium signal inhibitors, parental CHO, primary screen, counter-screen for OX1R antagonist project, cell-based, fluorescence, Fluo-8 calcium dye; 330,000 compounds, 0.63% hits; inhibition, % at 5.6 µM; parental CHO-K1, ATP-induced calcium, Fluo-8 fluorescence;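 active = inhibition above that plate's mean sample inhibition plus 3 SD, cut at about 26% in these data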;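 note: 0% = ATP-challenged DMSO wells and 100% = DMSO wells without ATP; some compounds past the cut are filed as inactive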
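material = parental CHO cells | also added = ATP as calcium-mobilizing challenge | dosing = single point at 5.6 µM | detection = intracellular calcium via Fluo-8 no-wash fluorescent dye | read-out = % inhibition | benchmarks = low control ATP plus DMSO, high control DMSO only | repeats = one well per compound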
CHRM1 PAM = human M1 muscarinic receptor positive allosteric modulators, primary screen, CHO-K1 cells, Fluo-8 calcium fluorescence, 1536-well; Muscarinic acetylcholine receptor M1 (Homo sapiens), P11229; CHO-K1 hM1, ACh EC20; 0% = ACh EC20, 100% = maximal ACh; activation, % at 3 µM; 360,000 compounds, 0.088% hits; in the data active = activation above about 19%, passing the limit was not always enough
CHRM4 agonist = human M4 muscarinic receptor agonists, primary screen, CHO-K1 cells, Fluo-8 calcium fluorescence. CHO-K1 hM4/Gqi5; vehicle 0%, full acetylcholine response 100%. Muscarinic acetylcholine receptor M4 (Homo sapiens), P08173. activation, % at 3 µM. 360,000 compounds, 0.14% hits;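 active = activation above the run mean over all test wells plus 3 SD, cut at about 32% in these data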;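 note: peak over basal fluorescence ratio per well then scaled between controls; 0% = DMSO wells and 100% = acetylcholine at EC100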
* marks the source's active call; other numbers are inactive results.

Results for CCOC(=O)c1sc(N)nc1-c1ccccc1 ?
M1 antag: -5; CHO-K1 Ca ag: 0.1; M4 antag: -14; OXTR potentiate: -2; CHRM1 agonist: -3; CHO-K1 Ca antag: 1; CHO parental Ca: -12; CHRM1 PAM: 4; CHRM4 agonist: 0

How did O=C(Nc1ccc2c(c1)CCC2)Nc1ccccc1F do in these assays?
M1 antag: 0; CHO-K1 Ca ag: 1.7; M4 antag: 2; OXTR potentiate: -6; CHRM1 agonist: 5; CHO-K1 Ca antag: 20; CHO parental Ca: -15; CHRM1 PAM: 11; CHRM4 agonist: 8

How did O=C(/C=C/c1cccc([N+](=O)[O-])c1)OC1CCCCC1=O (stereo unspecified) do in these assays?
M1 antag: -9; CHO-K1 Ca ag: 1.4; M4 antag: 5; OXTR potentiate: -9; CHRM1 agonist: -5; CHO-K1 Ca antag: -14; CHO parental Ca: -1; CHRM1 PAM: 12; CHRM4 agonist: 0

What do the screens show for `COC(=O)c1sc2nc(CN3CCN(c4cccc(C(F)(F)F)c4)CC3)[nH]c(=O)c2c1C`?
M1 antag: 4; CHO-K1 Ca ag: 3.8; M4 antag: -5; OXTR potentiate: -1; CHRM1 agonist: -9; CHO-K1 Ca antag: 4; CHO parental Ca: -6; CHRM1 PAM: -4; CHRM4 agonist: 8

Results for CCn1c(SCC(=O)Nc2nccs2)nnc1-c1ccccc1 ?
M1 antag: -10; CHO-K1 Ca ag: 0.4; M4 antag: 1; OXTR potentiate: 0; CHRM1 agonist: -2; CHO-K1 Ca antag: -6; CHO parental Ca: 2; CHRM1 PAM: 11; CHRM4 agonist: 0

Results for CC(=O)c1cccc(CN2CCN(CC=C(C)C)C(CCO)C2)c1 (stereo unspecified) ?
M1 antag: 27; CHO-K1 Ca ag: 1.2; M4 antag: -1; OXTR potentiate: -2; CHRM1 agonist: -6; CHO-K1 Ca antag: -13; CHO parental Ca: -10; CHRM1 PAM: -15; CHRM4 agonist: 1

What do the screens show for `O=C(O)c1ccc(Sc2nnnn2-c2ccccc2)c([N+](=O)[O-])c1`?
M1 antag: 7; CHO-K1 Ca ag: 0.1; M4 antag: 8; OXTR potentiate: -8; CHRM1 agonist: -3; CHO-K1 Ca antag: 10; CHO parental Ca: -6; CHRM1 PAM: 2; CHRM4 agonist: 0

How did O=C1CC(c2ccco2)CC(O)=C1C=NCCN1CCN(C(=S)Nc2ccccc2)CC1 (stereo unspecified) do in these assays?
M1 antag: 13; CHO-K1 Ca ag: 4.9; M4 antag: 4; OXTR potentiate: -6; CHRM1 agonist: -4; CHO-K1 Ca antag: 1; CHO parental Ca: -21; CHRM1 PAM: -8; CHRM4 agonist: 17

Results for O=C(NCc1ccccc1)C(c1ccccc1)N(C(=O)c1csnn1)c1ccc(F)cc1 (stereo unspecified) ?
M1 antag: -2; CHO-K1 Ca ag: 3.5; M4 antag: 0; OXTR potentiate: -12; CHRM1 agonist: -10; CHO-K1 Ca antag: -2; CHO parental Ca: -27; CHRM1 PAM: 1; CHRM4 agonist: 8

What do the screens show for `CCc1ccc(/C=c2\s/c(=C\C(=O)C(C)(C)C)[nH]c2=O)cc1`?
M1 antag: 8; CHO-K1 Ca ag: 0.6; M4 antag: 2; OXTR potentiate: -20; CHRM1 agonist: -5; CHO-K1 Ca antag: 2; CHO parental Ca: 6; CHRM1 PAM: -8; CHRM4 agonist: 1

Results for CN1CCN(NC(=O)CN2C(=O)/C(=C/c3c(Cl)cccc3Cl)SC2=S)CC1 ?
M1 antag: -6; CHO-K1 Ca ag: 0.3; M4 antag: -2; OXTR potentiate: -8; CHRM1 agonist: -4; CHO-K1 Ca antag: -14; CHO parental Ca: -13; CHRM1 PAM: 3; CHRM4 agonist: 1

Results for CN(C)C1=NC[C@H](Cc2ccccc2)N1CCC1CCCC1 ?
M1 antag: 6; CHO-K1 Ca ag: -0.3; M4 antag: -3; OXTR potentiate: -4; CHRM1 agonist: -11; CHO-K1 Ca antag: -4; CHO parental Ca: -15; CHRM1 PAM: -9; CHRM4 agonist: 2

Results for O=c1cc2c(nn1Cc1ccc(Cl)cc1Cl)-c1ccccc1CC2 ?
M1 antag: -17; CHO-K1 Ca ag: -0.2; M4 antag: -4; OXTR potentiate: -13; CHRM1 agonist: -1; CHO-K1 Ca antag: 4; CHO parental Ca: -5; CHRM1 PAM: 3; CHRM4 agonist: 1

What do the screens show for `Cn1nnnc1SCC(=O)Nc1ncc(Cl)cc1Cl`?
M1 antag: -6; CHO-K1 Ca ag: 2.4; M4 antag: -7; OXTR potentiate: -1; CHRM1 agonist: -3; CHO-K1 Ca antag: -6; CHO parental Ca: 1; CHRM1 PAM: 6; CHRM4 agonist: 1

How did COC(=O)c1cc(C(=O)N2CCN(C(=O)c3ccco3)CC2)cc([N+](=O)[O-])c1 do in these assays?
M1 antag: 3; CHO-K1 Ca ag: 0.0; M4 antag: 1; OXTR potentiate: 1; CHRM1 agonist: -3; CHO-K1 Ca antag: 1; CHO parental Ca: 1; CHRM1 PAM: 0; CHRM4 agonist: 0

How did Cc1ccc(Nc2nnc(SCC(=O)NC3CCS(=O)(=O)C3)s2)c(C)c1 (stereo unspecified) do in these assays?
M1 antag: -11; CHO-K1 Ca ag: 0.2; M4 antag: -3; OXTR potentiate: 0; CHRM1 agonist: -4; CHO-K1 Ca antag: -18; CHO parental Ca: -12; CHRM1 PAM: 6; CHRM4 agonist: 0

Results for CC(C)Cc1nnc(NC(=O)CCC(=O)NC2CCCC2)s1 ?
M1 antag: -14; CHO-K1 Ca ag: 1.1; M4 antag: -12; OXTR potentiate: -9; CHRM1 agonist: 0; CHO-K1 Ca antag: -18; CHO parental Ca: -1; CHRM1 PAM: 7; CHRM4 agonist: 2

Results for Cc1cc(/C=N/NC(=O)Cn2c3ccccc3c(=O)c3ccccc32)c(C)n1-c1ccccc1 ?
M1 antag: -1; CHO-K1 Ca ag: 0.8; M4 antag: -7; OXTR potentiate: -5; CHRM1 agonist: -9; CHO-K1 Ca antag: 1; CHO parental Ca: -11; CHRM1 PAM: 3; CHRM4 agonist: 2

Results for COc1cccc2c(=O)n(CC(=O)N3CCN(c4ccccc4)CC3)ccc12 ?
M1 antag: 19; CHO-K1 Ca ag: 0.3; M4 antag: 8; OXTR potentiate: 2; CHRM1 agonist: 0; CHO-K1 Ca antag: 10; CHO parental Ca: 8; CHRM1 PAM: -10; CHRM4 agonist: 1

What do the screens show for `Cc1csc(=S)n1-c1ccccc1`?
M1 antag: -2; CHO-K1 Ca ag: 0.7; M4 antag: 8; OXTR potentiate: 3; CHRM1 agonist: -1; CHO-K1 Ca antag: -8; CHO parental Ca: -4; CHRM1 PAM: 5; CHRM4 agonist: 0

How did Cc1cccc[n+]1CC(=O)Nc1cccc([N+](=O)[O-])c1 do in these assays?
M1 antag: 0; CHO-K1 Ca ag: -0.1; M4 antag: 0; OXTR potentiate: 8; CHRM1 agonist: -9; CHO-K1 Ca antag: 12; CHO parental Ca: -6; CHRM1 PAM: 5; CHRM4 agonist: 0

How did c1ccc(Nc2nc3ccccc3o2)cc1 do in these assays?
M1 antag: -7; CHO-K1 Ca ag: 0.1; M4 antag: 0; OXTR potentiate: -1; CHRM1 agonist: -10; CHO-K1 Ca antag: -15; CHO parental Ca: -1; CHRM1 PAM: 6; CHRM4 agonist: 0

Results for O=C(CSc1nnc(CNC(=O)c2c(F)cccc2Cl)o1)NCc1ccc2c(c1)OCO2 ?
M1 antag: 0; CHO-K1 Ca ag: -0.1; M4 antag: 10; OXTR potentiate: -3; CHRM1 agonist: -3; CHO-K1 Ca antag: 19; CHO parental Ca: -15; CHRM1 PAM: 0; CHRM4 agonist: 0

Results for Cc1c(C(=O)NCCN2C(=O)S/C(=C\c3cccnc3)C2=O)cccc1[N+](=O)[O-] ?
M1 antag: -8; CHO-K1 Ca ag: 4.1; M4 antag: 2; OXTR potentiate: -4; CHRM1 agonist: -3; CHO-K1 Ca antag: -14; CHO parental Ca: -16; CHRM1 PAM: -4; CHRM4 agonist: 5

What do the screens show for `C=CC[C@@H](CC(=O)N[C@@H](CO)Cc1ccccc1)C(=O)N[C@@H](COC(=O)[C@@H](CC=C)Cc1ccc(F)cc1)Cc1c[nH]c2ccccc12`?
M1 antag: -2; CHO-K1 Ca ag: 8.6; M4 antag: 1; OXTR potentiate: -8; CHRM1 agonist: 3; CHO-K1 Ca antag: 7; CHO parental Ca: -4; CHRM1 PAM: 6; CHRM4 agonist: 1

How did Cn1c(N2CCN(C(=O)NC34CC5CC(CC(C5)C3)C4)CC2)nc2ccccc21 do in these assays?
M1 antag: -9; CHO-K1 Ca ag: 0.3; M4 antag: 1; OXTR potentiate: -11; CHRM1 agonist: -3; CHO-K1 Ca antag: 1; CHO parental Ca: -2; CHRM1 PAM: 4; CHRM4 agonist: 0

How did O=C1[C@@H]2[C@@H](CN3CN(c4ccccc4)N=C(c4ccccc4)[C@@]23c2ccccc2)C(=O)N1c1ccccc1 do in these assays?
M1 antag: -12; CHO-K1 Ca ag: 1.3; M4 antag: 1; CHRM1 agonist: -1; CHO-K1 Ca antag: -30; CHRM1 PAM: 3; CHRM4 agonist: 1

How did CCCN1CCC(N2CCN(c3ccc([N+](=O)[O-])cc3)CC2)CC1 do in these assays?
M1 antag: -9; CHO-K1 Ca ag: 0.2; M4 antag: -5; OXTR potentiate: 3; CHRM1 agonist: -8; CHO-K1 Ca antag: 19; CHO parental Ca: -2; CHRM1 PAM: 0; CHRM4 agonist: 0

How did C/C(=N\NC(=O)CNC(=O)C1COc2ccccc2O1)c1ccco1 (stereo unspecified) do in these assays?
M1 antag: -13; CHO-K1 Ca ag: -0.3; M4 antag: 6; OXTR potentiate: -9; CHRM1 agonist: -4; CHO-K1 Ca antag: -15; CHO parental Ca: -2; CHRM1 PAM: 7; CHRM4 agonist: 0

Results for O=C1CC(NCc2ccc3c(c2)OCO3)C(=O)N1CCc1ccccc1 (stereo unspecified) ?
M1 antag: -14; CHO-K1 Ca ag: 0.6; M4 antag: 4; OXTR potentiate: -9; CHRM1 agonist: -1; CHO-K1 Ca antag: -4; CHO parental Ca: -6; CHRM1 PAM: 6; CHRM4 agonist: 2

Screening data: PubChem, The Scripps Research Institute Molecular Screening Center

Hits appear at their usual frequency; 2.9% or so of the library scored in one or more.
